Compound activity deposited in PubChem BioAssay by several laboratories.
CHT allo act = human CHT allosteric activation; CHT-expressing cells, membrane potential dye, choline EC20; hits give high values; LV-AA mutant CHT in HEK293 cells; B-score at 10 µM; Q9GZV3; AID 488977; actives 0.49% (n = 310,000);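 active = initial fluorescence not abnormally high and integrated response B-score, plate-corrected, over 3 SD above library mean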
Target sequence (Q9GZV3 whole entry, looked up): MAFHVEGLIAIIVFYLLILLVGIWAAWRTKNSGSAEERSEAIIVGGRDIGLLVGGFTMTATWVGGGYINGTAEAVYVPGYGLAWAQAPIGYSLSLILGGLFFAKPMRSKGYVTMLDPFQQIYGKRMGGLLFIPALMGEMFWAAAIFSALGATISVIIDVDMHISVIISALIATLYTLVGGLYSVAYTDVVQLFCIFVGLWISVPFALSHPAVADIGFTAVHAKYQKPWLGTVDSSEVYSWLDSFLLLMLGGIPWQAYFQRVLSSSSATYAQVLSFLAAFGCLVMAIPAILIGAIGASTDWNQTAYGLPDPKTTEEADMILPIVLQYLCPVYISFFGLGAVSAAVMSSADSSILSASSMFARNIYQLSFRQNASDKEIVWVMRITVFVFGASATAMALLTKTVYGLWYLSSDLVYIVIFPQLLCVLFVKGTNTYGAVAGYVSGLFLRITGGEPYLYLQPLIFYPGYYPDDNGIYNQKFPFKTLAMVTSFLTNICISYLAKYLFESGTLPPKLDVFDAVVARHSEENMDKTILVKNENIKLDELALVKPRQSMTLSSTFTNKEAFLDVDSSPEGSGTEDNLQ
OX1R antag = blocks the human orexin 1 receptor; CHO/OX1R cells, Fluo-8 calcium fluorescence, orexin A; O43613; inhibition, % at 5 µM; actives 0.43% (n = 330,000);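 active = inhibition above its plate's threshold, mean inhibition of all tested compounds on the plate plus 3 SD, cut at about 37% in these data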;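 also: 0% = orexin A challenge wells and 100% = SB-334867-A antagonist wells; not every result past the cut was called active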
Target sequence (O43613 whole entry, looked up): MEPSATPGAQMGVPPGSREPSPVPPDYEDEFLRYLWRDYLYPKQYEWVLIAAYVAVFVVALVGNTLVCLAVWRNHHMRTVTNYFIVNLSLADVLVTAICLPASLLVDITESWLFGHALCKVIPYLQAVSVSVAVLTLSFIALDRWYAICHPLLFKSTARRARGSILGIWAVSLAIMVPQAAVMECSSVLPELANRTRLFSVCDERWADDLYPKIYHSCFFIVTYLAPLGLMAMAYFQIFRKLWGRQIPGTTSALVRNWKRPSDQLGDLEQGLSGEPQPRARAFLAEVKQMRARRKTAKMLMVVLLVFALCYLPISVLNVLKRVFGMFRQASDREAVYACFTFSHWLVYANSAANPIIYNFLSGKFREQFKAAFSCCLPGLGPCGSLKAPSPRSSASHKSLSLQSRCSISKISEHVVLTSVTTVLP
* hit, by the source's call; i = inactive; / = not tested or not shown.

| SMILES | OX1R antag | CHT allo act |
| --- | --- | --- |
| CN(CC(=O)Nc1ccccc1Br)CC(=O)Nc1ccccc1-c1ccccc1 | -6 | / |
| CC1Oc2ccccc2C=C1/C=N/NC(=O)c1ccccc1O (centres undefined) | 9 | i |
| CC(=O)N/N=C\c1cccc(OC/C=C/c2ccccc2)c1 | / | i |
| CC1(C)CC2CC(C)(CN2C(=O)COC(=O)c2ccc(Cl)cc2N)C1 (centres undefined) | -20 | i |
| COc1ccccc1C(=O)NC(C)c1ccc(-n2ccnc2)cc1 (centres undefined) | -20 | i |
| COC(=O)C1CCN(Cc2c(C(=O)N3C[C@@H](C)O[C@@H](C)C3)nc3ccc(Cl)cn23)CC1 | -14 | i |
| COc1ccc(OCC(=O)NC(=S)Nc2ccccc2F)cc1 | -9 | i |
| COC(=O)C1=C(C)NC(C)=C(C(=O)OC)C1C(=O)OCC(=O)N1c2ccccc2CC1C (centres undefined) | -13 | i |

Reprinted at random: 7 entries already listed.
| SMILES | OX1R antag | CHT allo act |
| --- | --- | --- |
| COC(=O)C1CCN(Cc2c(C(=O)N3C[C@@H](C)O[C@@H](C)C3)nc3ccc(Cl)cn23)CC1 | -14 | i |
| CC1Oc2ccccc2C=C1/C=N/NC(=O)c1ccccc1O (centres undefined) | 9 | i |
| CN(CC(=O)Nc1ccccc1Br)CC(=O)Nc1ccccc1-c1ccccc1 | -6 | / |
| COC(=O)C1=C(C)NC(C)=C(C(=O)OC)C1C(=O)OCC(=O)N1c2ccccc2CC1C (centres undefined) | -13 | i |
| COc1ccc(OCC(=O)NC(=S)Nc2ccccc2F)cc1 | -9 | i |
| COc1ccccc1C(=O)NC(C)c1ccc(-n2ccnc2)cc1 (centres undefined) | -20 | i |
| CC(=O)N/N=C\c1cccc(OC/C=C/c2ccccc2)c1 | / | i |

The listing picks up, repeating the 4 entries before the break.
| SMILES | OX1R antag | CHT allo act |
| --- | --- | --- |
| COc1ccccc1C(=O)NC(C)c1ccc(-n2ccnc2)cc1 (centres undefined) | -20 | i |
| COC(=O)C1CCN(Cc2c(C(=O)N3C[C@@H](C)O[C@@H](C)C3)nc3ccc(Cl)cn23)CC1 | -14 | i |
| COc1ccc(OCC(=O)NC(=S)Nc2ccccc2F)cc1 | -9 | i |
| COC(=O)C1=C(C)NC(C)=C(C(=O)OC)C1C(=O)OCC(=O)N1c2ccccc2CC1C (centres undefined) | -13 | i |
| O=C1CC(N2CCCN(C3CC(=O)N(c4ccc(F)cc4)C3=O)CC2)C(=O)N1c1ccc(F)cc1 (centres undefined) | -21 | i |
| CCOc1ccc2c(c1)/C(=C(\C(Cl)=C(Cl)Cl)[N+](=O)[O-])N2 | -2 | i |
| Cc1[nH]nc(N)c1-c1ccccc1 | -16 | i |
| CCOC(=O)N1CCN(c2nc(N(c3ccccc3)c3ccccc3)nc(-n3ccnc3)n2)CC1 | -31 | i |
| O=C1COc2ccc(C(=O)COC(=O)c3cnc(Cl)c(Cl)c3)cc2N1 | -21 | i |
| COC(=O)CC1C(=O)NCCN1C(=O)c1ccc(Cl)cc1 (centres undefined) | -5 | i |
| CC(Sc1ncc(C(F)(F)F)cc1Cl)C(=O)NCC1CCCO1 (centres undefined) | -17 | i |
| COc1cccc(-c2ncc3ccccc3c2COC(=O)c2ccc(C(F)(F)F)cc2)c1 | -24 | / |
| O=C(COC(=O)c1cccs1)NCC1CCCO1 (centres undefined) | -9 | i |
| COc1ccc(-c2ccc3c(c2)S(=O)(=O)c2cccc(C(=O)NCc4cccc(OC(F)(F)F)c4)c2C3=O)cc1OC | -3 | / |
| O=C(CN1C(=O)c2cccc3cccc(c23)C1=O)N1CCCCCC1 | 6 | i |
| CCOc1ccc(C2=C(C=C(C#N)C#N)C(c3ccccc3)c3ccccc3O2)cc1 (centres undefined) | -11 | i |
| O=C(NC1CCCC1)C(=O)N(Cc1cccnc1)C(C(=O)NC1CCCC1)c1ccco1 (centres undefined) | -23 | i |
| COC(=O)C1=CN(c2ccc(F)cc2)C=C(C(=O)OC)C1c1cccc(Br)c1 | / | i |
| CCc1ccc(-c2cn3nc(C)c(C)nc3n2)cc1 | -11 | i |
| CC(=O)c1cc(F)c(N2CCOCC2)cc1C | -7 | i |
| Cn1c(-c2ccncc2)nc2ccccc21 | -7 | i |
| Cc1ccc(C(=O)/C=C\Nc2ccc(C)c(C)c2)cc1 | -13 | i |
| O=C(NCCc1ccccc1)c1noc2c1CCCCC2 | -12 | i |
| O=C(COC(=O)Cc1cccs1)NCc1ccc(F)cc1 | -9 | i |
| CCOc1ccccc1NC(=O)CSc1nc2ccccc2nc1N1CCCC1 | -50 | i |
| COc1ccc(CNc2cc(C)ccn2)c(O)c1 | -20 | i |
| Cc1cccc(C)c1NC(=O)CS(=O)CC(=O)NCCCc1ccccc1 (centres undefined) | -9 | i |
| Cc1ccsc1/C=N/Nc1cccc(C(=O)O)c1 | -2 | i |
| CCOc1cc(CNCc2ccncc2)cc(Br)c1OCc1ccc(F)cc1 | -25 | i |
| O=C(CC1NC2CCCCC2NC1=O)Nc1ccc2c(c1)OCO2 (centres undefined) | 1 | i |
| O=c1[nH]n(-c2ccc(F)cc2)c2ncccc12 | -20 | i |
| CCOC(=O)C1=C(N)Oc2c(c(=O)[nH]c3ccccc23)C1c1ccccc1 (centres undefined) | -20 | i |
| CC(C)(C)n1c(O)c2ccc(C(=O)N=NC(=O)c3ccccc3)cc2c1O | -12 | i |
| COc1ccccc1N1CCN(C(=O)/C=C/c2cccc([N+](=O)[O-])c2)CC1 | -13 | i |
| CCOC(=O)C1CCCN(C(=O)c2ccc3c(=O)n(CCOC)c(=S)[nH]c3c2)C1 (centres undefined) | -4 | i |
| COC(=O)c1ccccc1Sc1snnc1C | 8 | i |
| COCCn1c(SCC(=O)Nc2ccc(OC)c(S(N)(=O)=O)c2)nc2ccccc21 | -17 | i |
| CCOC(=O)c1ccc2c(c1)N(C)C(=O)c1ccccc1S2 | -9 | i |
| Cc1cc(C)c(S(=O)(=O)N2CCCC(C(=O)NCc3cccnc3)C2)c(C)c1 (centres undefined) | -12 | i |
| CCN(CC)CCNC(=O)/C(=N\O)c1ccccn1 | -11 | i |
| O=C1NC[C@@H](c2ccccc2)OC(=O)[C@@H](Cc2ccc(F)cc2)CC/C=C/C[C@@H]1CC(=O)N(CCO)Cc1ccccc1 | -15 | / |
| CC(=O)SCCC(=O)Nc1ccccc1 | -16 | i |
| O=C(CN1C(=O)NC2(CCCC2)C1=O)OCCOc1cccc(Br)c1 | -17 | i |
| O=C(O)CC1(CC(=O)Nc2cc(C(F)(F)F)cc(C(F)(F)F)c2)CCCCC1 | 2 | i |
| CCn1c(-c2ccccc2)csc1=Nc1ccc(O)cc1 | -7 | i |
| Nn1c(SCC(=O)Nc2ccc3c(c2)OCCO3)nnc1-c1ccncc1 | -1 | i |
| COc1ccc(C(=O)COC(=O)[C@H](C)Nc2ccc(C(F)(F)F)cc2[N+](=O)[O-])c(OC)c1 | -10 | i |
| CCCN1CCC(=O)N(CCO)CC1 | -2 | i |
| CCc1ccccc1NC1=NCC(=O)N1Cc1ccccc1 | -7 | i |
| O=C(COC(=O)c1ccccc1-c1nc2ccccc2s1)NC1CCS(=O)(=O)C1 (centres undefined) | -10 | i |
| COn1c(=O)c(-c2ccccc2)[n+]([O-])c2ccccc21 | -12 | i |
| Cc1cccc(NC(=O)Cc2ccc(F)cc2)c1 | -3 | i |
| O=C(O)CSC1=NC(=Nc2ccc(Cl)cc2)C2(CCCCC2)N1c1cccc(C(=O)O)c1 | -26 | i |
| CC(=O)Nc1c(O)nc(SCC(=O)N2CCCCC2)[nH]c1=O | -6 | / |
| COC(=O)c1ccccc1NC(=O)NCc1ccccn1 | -17 | i |
| CCOc1ccccc1NC(=O)CCNC(=O)c1ccco1 | -14 | i |
| C[C@H]1CN=C(Nc2ccccc2)N1CC1CCCCCC1 | -3 | i |
| O=C(COC(=O)c1ccco1)c1ccc(Cl)cc1 | -20 | i |
| Cc1cc(C)c(NC(=O)CCCN2CCN(C)CC2)c(C)c1 | -9 | i |
| COc1ccc(C2C(C(=O)OCC3CCCO3)=C(C)NC3=C2C(=O)CC(c2ccco2)C3)cc1O (centres undefined) | -6 | i |

Further compounds follow.
| SMILES | OX1R antag | CHT allo act |
| --- | --- | --- |
| Cc1nc(SCc2cccc(Oc3ccccc3)c2)n[nH]1 | -20 | i |
| Cc1cccc(C(=O)Nc2sc(C(=O)N3CCCC3)c(C)c2C#N)c1 | -19 | i |
| CC(=O)N[C@@H](C)C(=O)N1CCC(n2nccc2NC(=O)CCCc2ccccc2)CC1 | -17 | i |
| CCCCCCCCC(=O)NCCOc1ccccc1 | -17 | i |
| CCN(CC(=O)Nc1c(F)cccc1F)C(=O)c1ccc2c(c1)NC(=O)C(C)S2 (centres undefined) | -20 | i |
| Nc1nc2ncc(C(=O)c3cc(Cl)cc(Cl)c3O)cc2s1 | -16 | i |
| CC(C)(C)N(NC(=O)Nc1ccc(Cl)cc1)C(=O)c1ccccc1 | 3 | i |
| CCOC(=O)c1c(-c2ccccc2)c(C(C)=O)c(=O)n(C)c1C | -16 | i |
| CCOc1ccc(OCCN2C(=O)NC3(CCCc4ccccc43)C2=O)cc1 (centres undefined) | -26 | i |
| CCOc1ccccc1C(=O)NC(C(=O)NCc1ccc(F)cc1)C(C)C (centres undefined) | -30 | i |
| COc1ccc(-c2nc3ccccc3c(=O)n2CCOc2cccc(C)c2C)cc1 | -16 | i |
| Cc1oc(C)c(C(=O)O)c1COc1ccc(C(=O)O)cc1 | 8 | i |
| Cc1cc(C(=O)NCC(=O)OCC(=O)N2CCCCCC2)ccc1[N+](=O)[O-] | -5 | i |
| Cc1ccc(S(=O)(=O)N2CCN(C(=O)Cn3nc(C)c([N+](=O)[O-])c3C)CC2)cc1 | -27 | / |
| O=C(Nc1cccc2ccccc12)C1CCN(C(=O)NCc2ccccc2)CC1 | -13 | i |
| O=C(Cn1ncc2c([nH]c3ccccc32)c1=O)N1CCN(c2ccccc2F)CC1 | -16 | i |
| COc1ccc(C)cc1NS(=O)(=O)c1ccc2c(c1)N(C)CCO2 | -14 | i |
| Cc1cc(C)cc(NC(=O)COC(=O)Cn2cnc3c2c(=O)n(C)c(=O)n3C)c1 | 12 | / |
| COc1ccc(N=C2S/C(=C\c3ccc(N4CCOCC4)o3)C(=O)N2CCc2c[nH]c3ccccc23)cc1 | 8 | i |
| Cc1cccc(N/N=C(\C(N)=O)C2=NC(C)(C)Cc3ccccc32)c1 | -23 | i |
| CC(Oc1cccc(Cl)c1)C(=O)Nc1cc(S(=O)(=O)N2CCOCC2)ccc1N1CCCC1 (centres undefined) | -19 | i |
| O=C(C[C@H]1C/C=C\C[C@H](Cc2ccc(F)cc2)C(=O)O[C@@H](c2ccccc2)CNC1=O)N[C@@H](CO)Cc1ccccc1 | 3 | / |
| Cc1cc(Br)ccc1OCCCCN1CCCCC1 | -8 | i |
| Cc1cc(S(=O)(=O)n2cnc3ccccc32)c(C)cc1Cl | 2 | i |
| CC1(C)CC(=O)C(Sc2nnc(-c3ccc(O)cc3)n2CC2CCCO2)C(=O)C1 (centres undefined) | -7 | i |
| CCn1ccnc1CN(C)C(=O)c1ccc(OC2CCN(CCc3ccccc3)CC2)cc1 | -13 | i |
| Cc1cc(C)c(C)c(S(=O)(=O)N2CCC(C(=O)OCC(=O)NC3CCS(=O)(=O)C3)CC2)c1C (centres undefined) | -10 | / |
| CC[C@]12c3[nH]c4cc(CCC(=O)N(C)C)ccc4c3CCN1C(=O)[C@@H](CC(=O)NCCCOC)C[C@@H]2C(=O)N1CCN(C(=O)c2ccco2)CC1 | 8 | / |
| CC(=O)NCCOC(=O)Nc1sc(=S)n(C)c1C | -11 | i |
| COc1cccc(C(CNC(=O)C2CCN(C(=O)Nc3ccccc3)CC2)N(C)C)c1 (centres undefined) | -18 | / |
| CC(C)(C)NC(=O)CN(C(=O)C1(C)CC(=O)N=C2C=CC=CN21)C1CCCC1 (centres undefined) | -6 | i |
| Cc1c(NC2(C#N)CCCCC2)c(=O)n(-c2ccccc2)n1C | -10 | i |
| CCCC(=O)Nc1cc(C(=O)O)ccc1Sc1ccc(C)cc1 | -11 | i |
| CCOC(=O)C1(C(F)(F)F)N=C(C(F)(F)F)Nc2ccc(F)cc21 (centres undefined) | -3 | i |
| CC(C)OP(=O)(OC(C)C)C(Nc1ccc([N+](=O)[O-])cc1)c1cccc([N+](=O)[O-])c1 (centres undefined) | -22 | i |
| Cc1ccc(C)c(NC(=O)CN(C)C(=O)CN2C(=O)NC3(CCc4ccccc43)C2=O)c1 (centres undefined) | -21 | / |
| Cc1c(C(=O)O)sc2nc(-c3cccs3)cc(C(F)(F)F)c12 | -20 | i |
| CCc1c(C)c2ccc(OC(C)C(=O)NC(Cc3c[nH]c4ccc(O)cc34)C(=O)O)c(C)c2oc1=O (centres undefined) | 3 | i |
| c1ccc2c(Cn3nnc4ccccc43)cccc2c1 | -16 | i |
| Cc1ccc2nc3c(c(C(=O)O)c2c1)CCC3 | -7 | i |
| COc1ccc(/C=C/C=C2\N=C(SC)SC2=O)cc1 | -4 | i |
| CCOC(=O)c1cc(-c2ccc(/C=C3/C(=O)NC(=O)C(C#N)=C3C)o2)ccc1Cl | -5 | i |
| Cc1ccc(OCCCC(=O)Nc2ccccc2C(F)(F)F)cc1 | -20 | i |
| COc1cc(S(=O)(=O)N(Cc2cccs2)C2CC2)ccc1-n1cnnn1 | -10 | i |
| CC(=O)NC(=S)Nc1ccc(NC(=O)COc2ccc(C(C)C)cc2)cc1 | -2 | i |
| O=C(O)CCCN=Cc1c(O)c2ccccc2oc1=O | -4 | i |
| CCc1cc2cc(C)cc(C)c2nc1SCC(=O)N1CCN(C(=O)c2ccco2)CC1 | -34 | i |
| COc1ccc(C(=O)Nc2ccc(-c3nnn(CC(=O)NCc4ccco4)n3)cc2)cc1 | 9 | i |
| CC1C(=O)OC(c2ccc(Br)cc2)C(C)(C)C1=O (centres undefined) | -2 | i |
| CCN(CC)c1ccc(C(=O)N/N=C/c2ccccc2OC(F)F)cc1 | 14 | i |
